# HDAC3 inhib = inhibitors of human histone deacetylase 3; inhibition, % at 8.3 µM; 0.15% of 320,000 active; recombinant HDAC3, fluorogenic peptide/trypsin coupled, fluorescence; O15379; in the data active means inhibition above about 26%, passing the limit was not always enough; inconclusive means no clear call, values can overlap the other calls
# Target sequence (O15379 whole entry, looked up): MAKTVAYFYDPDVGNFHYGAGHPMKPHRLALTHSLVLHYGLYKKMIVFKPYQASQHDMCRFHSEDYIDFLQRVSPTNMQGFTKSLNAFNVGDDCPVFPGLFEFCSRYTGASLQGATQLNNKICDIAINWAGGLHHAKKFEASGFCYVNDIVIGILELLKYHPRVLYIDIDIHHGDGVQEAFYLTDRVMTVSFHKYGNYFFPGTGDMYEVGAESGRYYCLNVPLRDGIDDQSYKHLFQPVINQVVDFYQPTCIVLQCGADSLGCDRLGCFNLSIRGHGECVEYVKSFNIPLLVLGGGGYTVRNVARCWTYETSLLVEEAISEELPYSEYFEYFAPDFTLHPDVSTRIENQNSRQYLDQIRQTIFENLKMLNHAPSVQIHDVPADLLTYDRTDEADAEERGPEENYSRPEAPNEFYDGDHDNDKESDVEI
# KCNQ1 act = potentiates or activates the human KCNQ1 potassium channel; P51787; CHO-K1 KCNQ1, thallium flux FluxOR fluorescence; hits give high values; B-score at 10 µM; 0.35% of 310,000 active; AID 2648;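 active means fluorescence ratio B-score, a plate-corrected score, at least three library SD, with initial intensity B-score within 5 SD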
#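 Assay system: CHO-K1 cells stably expressing KCNQ1; Medium: assay buffer with matched DMSO; Also added: K+/Tl+ depolarizing stimulus; Dosing: single dose; Timing: dye 90 min, compound 20 min, room temperature; Measured by: kinetic FluxOR thallium fluorescence, 10-s 1-Hz baseline, 110-s post-stimulus read; Read-out: peak-minus-minimum fluorescence over initial fluorescence, negative-control normalized, B-scored.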
# KCNK3 inh = human KCNK3 channel inhibition, primary screen; AID 602410; 0.84% of 340,000 active; B-score at 10 µM; O14649; CHO-KCNK3 thallium flux, FluxOR fluorescence; hits give low values;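 active means B-score under library mean minus 4 SD, starting fluorescence ratio at most library mean plus 5 SD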;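 further: more negative B-score means stronger inhibition of thallium flux through KCNK3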
# Target sequence (O14649 whole entry, looked up): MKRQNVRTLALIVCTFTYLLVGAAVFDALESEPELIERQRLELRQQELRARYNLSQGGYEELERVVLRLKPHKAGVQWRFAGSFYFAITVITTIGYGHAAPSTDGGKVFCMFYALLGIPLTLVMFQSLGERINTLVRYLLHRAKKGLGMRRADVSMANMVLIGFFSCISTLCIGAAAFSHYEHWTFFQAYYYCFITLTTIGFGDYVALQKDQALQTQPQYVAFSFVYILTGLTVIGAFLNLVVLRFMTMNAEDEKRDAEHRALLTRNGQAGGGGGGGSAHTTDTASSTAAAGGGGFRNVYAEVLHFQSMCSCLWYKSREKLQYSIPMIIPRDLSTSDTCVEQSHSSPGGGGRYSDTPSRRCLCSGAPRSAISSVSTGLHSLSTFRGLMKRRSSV
# KCNK9 block = inhibitors of human KCNK9 two-pore domain potassium channel | HEK293 KCNK9, FluxOR thallium flux fluorescence; hits give low values | B-score at 10 µM | Q9NPC2 | 1.2% of 310,000 active;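 active means ratio B-score over 3 SD below the library mean, with starting fluorescence within 5 SD of its mean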;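 further: negative B-score means less thallium flux so channel inhibition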
# RGS4 inh = inhibitors of human RGS4 | P49798 | HEK293 M3R/RGS4 inducible, Fluo-4 calcium flux; hits give high values; triggered by carbachol at its EC20 | B-score at 10 µM | 0.45% of 310,000 active | AID 463165;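 active means B-score, a plate-corrected calcium signal, over three deviations above library mean, with baseline fluorescence within five deviations of library mean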;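 further: RGS4 expression induced by doxycycline in cells with stable M3 receptor; B-score is computed from the integrated fluorescence ratio over baseline after carbachol; higher B-score means a larger calcium signal and so more RGS4 inhibition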
# Target sequence (P49798 whole entry, looked up): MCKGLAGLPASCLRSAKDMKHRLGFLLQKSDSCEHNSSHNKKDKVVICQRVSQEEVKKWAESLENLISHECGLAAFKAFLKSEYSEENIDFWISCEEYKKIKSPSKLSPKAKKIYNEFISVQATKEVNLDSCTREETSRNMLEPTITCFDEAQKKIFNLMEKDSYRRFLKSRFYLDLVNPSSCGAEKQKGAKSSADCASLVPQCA
# SKKanGAS inh = blocks kanamycin growth of S. pyogenes SKKanGAS strain; BacTiter-Glo, 6 h; inhibition, % at 7.5 µM; 1.3% of 300,000 active; AID 1662;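 active means mean replicate score, as percent of positive control median, at least 50; inconclusive means mean below 50 but one replicate at or above 50; inactive means mean and every replicate below 50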;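 further: strain carries kanamycin resistance gene driven by streptokinase promoter and grows in 40 µg/ml kanamycin; loss of luminescence reflects streptokinase promoter inhibition or plain growth inhibition; 0% = median of DMSO wells and 100% = positive control at its reference dose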
# ANO1 activ = activates or potentiates the mouse TMEM16A chloride channel. HEK293 TMEM16A/YFP-H148Q/I152L, iodide quench fluorescence; hits give low values. B-score at 10 µM. 0.3% of 340,000 active. AID 623877;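 active means fluorescence-ratio B-score plate-corrected deviation score at least 3 library SD below zero, with starting fluorescence score within 5 deviations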;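 further: channel opened by trigger with iodide after compound preincubation; score built on the fluorescence ratio of max minus min over baseline; more negative score means more quench and so TMEM16A activation or potentiation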
# KCNQ1 block = inhibitors of human KCNQ1 potassium channel; P51787; CHO-K1 KCNQ1, FluxOR thallium flux fluorescence; hits give high values; B-score at 10 µM; 1.3% of 310,000 active; AID 2642;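 active means compounds whose thallium flux B-score, printed positive for inhibition, exceeds three library SD while starting fluorescence stays within three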;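 further: channel opened by potassium depolarization with thallium stimulus after 20 min compound exposure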
# TMEM16A inh = blocks the mouse calcium-activated chloride channel TMEM16A; 1.2% of 310,000 active; HEK293 TMEM16A/YFP iodide influx fluorescence, ionomycin; Q8BHY3; normalized B-score (activity score, 25-100; higher = stronger inhibition) at 10 µM;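 active means ratio plate-corrected score three or more library SD toward inhibition, starting fluorescence score within five deviations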;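 further: score derived from kinetic fluorescence span divided by baseline fluorescence per well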
# RGS4 act = potentiators or activators of RGS4; B-score at 10 µM; AID 463111; 0.92% of 310,000 active; HEK293 M3R/inducible RGS4, carbachol calcium flux Fluo4; hits give low values;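 active means B-score of the integrated calcium signal more than 4 SD below the library mean, with starting fluorescence not abnormally high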;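 further: negative B-score means reduced calcium response which marks RGS4 activation or potentiation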
#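 Material: Inducible-RGS4 HEK293 cells carrying M3 receptor; also added: carbachol at ECmax as muscarinic agonist stimulus; incubation: compound preincubation 20 min at room temperature before agonist; signal: Fluo4-AM (2 µM) calcium-flux fluorescence, kinetic read; measure: integrated calcium ratio converted to B score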
# hERG rescue = shields human hERG channel from block by proarrhythmic agents | Q12809 | CHO-hERG, FluxOR thallium flux, dofetilide IC70 present | activation (rescue from dofetilide block), less the hit threshold, % at 10 µM | 0.51% of 310,000 active;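 active means activation above the mean of controls blocked by dofetilide plus 5 SD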;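 further: thallium influx through hERG after potassium depolarization seen as dye fluorescence rise; in these data hits start at about 4.7%; inactives centre near -7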
# Starred values were filed as active, the others as inactive; i = inactive; ? = inconclusive; / = not tested or not shown.
SMILES,HDAC3 inhib,KCNQ1 act,KCNK3 inh,KCNK9 block,RGS4 inh,SKKanGAS inh,ANO1 activ,KCNQ1 block,TMEM16A inh,RGS4 act,hERG rescue
CCCCCCN1CC(C(=O)OCC)C(=O)C1=O (stereo not given),-3.8,i,i,i,i,3.0,i,i,i,i,-10.3
N#CC1=C(N)C(C#N)(C#N)C(c2cccnc2)C2CN(C(=O)OCc3ccccc3)CC=C12 (stereo not given),-1.7,i,i,i,i,-13.0,i,i,i,i,-5.2
CCCCSc1nnc(CSc2nc3nc(C)cc(C)n3n2)o1,0.3,i,i,i,i,1.9,i,i,i,i,-8.0
O=C(NNS(=O)(=O)c1ccc(Br)cc1)c1sccc1-n1cccc1,-1.1,i,i,i,i,11.2,i,i,i,i,-9.8
COC(=O)c1ccc(C(c2c(C)[nH][nH]c2=O)c2c(C)[nH][nH]c2=O)cc1,3.4,i,i,i,i,-2.8,i,i,i,i,-4.9
CCNC(=O)CN(c1ccc(C)cc1)S(=O)(=O)c1ccc(SC)cc1,0.9,i,i,i,i,5.8,i,i,i,i,-11.8
COc1ccccc1CC(=O)NC1CCCc2ccccc21 (stereo not given),-3.3,i,i,i,i,0.1,i,i,i,i,-14.6
O=C(COc1cccc(C(F)(F)F)c1)Nc1cccnc1,14.4,i,i,i,i,0.2,i,i,i,i,-2.5
Cc1cc(C(=O)COc2ccc(C#N)cc2)c(C)n1-c1ccc2c(c1)OCO2,-5.1,i,i,i,i,-2.9,i,i,i,i,-4.8
CCCc1cc(-c2nc(-c3ccc(Cl)cc3)cs2)ccn1,12.4,i,i,-6.61*,i,-9.0,i,i,i,i,-10.9
COc1ccc(C(=O)Nc2ccccc2C)cc1S(=O)(=O)N1CCOCC1,2.5,i,i,i,i,2.9,i,i,i,i,-7.2
Cc1nc2c(ccc3nc(NC(=O)C(c4ccccc4)c4ccccc4)sc32)s1,10.8,i,i,-9.84*,i,31.5,i,i,i,i,-22.6
O=C(Nc1ccc(S(=O)(=O)NCC2CCCO2)cc1)c1ccc(F)cc1 (stereo not given),1.0,i,i,i,i,-3.8,i,i,i,i,-4.8
COc1cc(CNCc2cccs2)ccc1OCc1cccs1,1.1,i,i,i,i,-0.2,i,i,i,i,-3.1
CCCS(=O)(=O)N1CCC(C(=O)NC2CCC(C)CC2)CC1 (stereo not given),0.7,i,i,i,i,0.8,i,i,i,i,-8.4
CC1CCN(C(=S)NC(=O)c2ccco2)CC1,6.7,i,i,i,i,0.0,i,i,i,i,-3.0
CCCCCCCCCC[n+]1cccc2c3ccccc3ccc21,/,i,i,-15*,i,?,i,i,/,-10.3*,-19.5
COc1cc(/C=C2\C(=N)N3N=CSC3=NC2=O)ccc1OS(=O)(=O)c1ccccc1[N+](=O)[O-],9.2,i,i,i,i,-2.3,i,i,i,i,-5.4
COc1cc(NC(=O)Nc2ccc(Cl)c(Cl)c2)c(C(=O)O)cc1OC,-91.4,i,i,i,i,8.9,i,i,i,i,-16.6
O=C(Nc1cccc(-c2nc3ncccc3o2)c1)c1sc2cc(Cl)ccc2c1Cl,1.5,i,i,i,i,-3.7,i,i,i,i,-6.5
CC1CCN(CCC(=O)Nc2ccc3c(c2)OCCO3)CC1,4.5,i,/,i,i,-5.8,/,i,i,i,-2.0
O=C(O)c1ccccc1CSc1ncccc1C(=O)O,-1.8,i,i,i,i,1.4,i,i,i,i,-4.4
Cc1ccc(NC(=O)OCc2cncs2)cc1,-0.1,i,i,i,i,-27.8,i,i,i,i,-1.1
COc1ccc(OC)c2c(C)c(C)[nH]c12,/,i,i,i,i,9.9,i,i,i,i,-2.1
CC(C)OP(=O)(c1ccc(N(C)C)cc1)C(O)c1ccccc1 (stereo not given),-3.4,i,i,i,i,-4.8,i,i,i,i,-7.9
CCC1CCCCN1CCCNC(=O)CN1C(=O)CSc2ccc(S(=O)(=O)N3CCOCC3)cc21 (stereo not given),6.8,i,i,i,i,-1.9,i,i,i,i,-3.6
CCSC1=NCCN1S(=O)(=O)c1ccccc1,/,i,i,i,i,0.3,i,i,i,i,-7.3
COc1ccc(-c2cn(-c3ccc(OC)cc3)c3[n+]2-c2ccccc2CC3)cc1,1.1,i,i,i,i,-25.6,i,6*,i,i,-18.5
O=C(c1cc(S(=O)(=O)N2CCN(c3ccccc3)CC2)ccc1Cl)N1CCCCCCC1,6.6,i,i,i,i,3.0,i,i,i,i,-22.5
O=C(CSc1nc2ccccc2c(=O)n1Cc1ccc(Cl)cc1)NCc1cccs1,1.9,i,i,i,i,9.6,i,i,i,i,-7.1
CCCNC(=O)[C@@H]1CCCN1C(=O)C1CCN(S(=O)(=O)c2ccc(C)cc2)CC1,3.7,i,i,i,i,0.5,i,i,i,i,-5.5
NCCSC1CC(=O)N(Cc2ccc(F)cc2)C1=O (stereo not given),-3.8,i,i,i,i,-9.8,i,i,i,i,-11.5
CNC(=S)Nc1cc2oc3ccccc3c2cc1OC,11.2,i,i,i,i,6.6,i,i,i,i,-9.9
O=C(c1noc2c1CCCCC2)N1CCOCC1,-0.2,i,i,i,i,2.1,i,i,i,i,-12.7
CSCCC(NC(=O)C1CCC(C)CC1)C(=O)OCC(=O)c1ccc(Cl)cc1 (stereo not given),9.9,i,i,i,i,0.5,i,i,i,i,-6.0
CC1CCCC(C)N1/N=C/c1ccc(O)cc1 (stereo not given),1.4,i,i,i,i,-1.4,i,i,i,i,-4.6
O=c1c2c(-c3ccco3)csc2nc(SCc2cn3cccnc3n2)n1-c1ccccc1,3.0,i,i,i,i,17.4,i,i,i,i,-5.4
Cc1ccc2c(C)c(C(=O)N(C)Cc3nccn3C)oc2c1C,-3.5,i,i,i,i,-1.8,i,i,i,i,-6.7
CCc1ccc(-c2nc(CS(=O)CC(=O)NCCc3ccccc3)c(C)o2)cc1 (stereo not given),-2.7,i,i,i,i,-6.2,i,i,i,i,-8.7
O=C(NCSc1ccccc1)c1ccccc1,5.7,i,i,i,i,1.1,i,i,i,i,-12.8
CCCn1c(C)cc(C(=O)COC(=O)c2nccnc2N)c1C,1.7,i,i,i,i,0.7,i,i,i,i,-7.8
CCC(C)NCCOCCOc1ccc(F)cc1 (stereo not given),-3.1,i,i,i,i,8.5,i,i,i,i,-8.5
COc1ccc(-n2nc(C(=O)NCC(=O)NCCN(C)C)c3ccccc3c2=O)c(OC)c1,-2.1,i,i,i,i,0.4,i,i,i,i,-6.7
CN1CCN(C(=O)Nc2ccc3c(c2)N(C)C(=O)c2ccccc2S3)CC1,-3.6,i,i,i,i,6.7,i,i,i,i,-9.7
COc1ccc(NC(=O)c2nc3nc(C)cc(C(F)F)n3n2)cc1OC,4.3,i,i,i,i,-7.3,i,i,i,i,-9.4
COCCN(CC1CCCN(C2Cc3ccccc3C2)C1)C(=O)CSC (stereo not given),-2.9,i,i,i,i,10.6,i,i,i,i,-9.1
CC(C)(C)c1ccc(C(=O)NNC(=S)NCc2ccco2)cc1,9.1,i,i,i,i,-10.9,i,i,i,i,-5.7
COc1ccc2[nH]c3nc(SCC(=O)NNC(=O)c4ccc(OC)c(OC)c4)nnc3c2c1,0.3,i,i,i,i,2.1,i,i,i,i,-9.9
COc1ccc(C(CCN2CCOCC2)c2c(O)cc(OC)cc2OC)cc1 (stereo not given),0.2,i,i,i,i,3.9,i,i,i,i,-4.7
CSc1nsc(SC)c1C(=O)N1CCN(S(=O)(=O)c2ccc(C)cc2)C1C(C)C (stereo not given),-10.4,i,i,i,i,-0.1,i,i,i,i,-5.3
C/C(=N\NC(=O)c1cccc(S(=O)(=O)Nc2ccccc2Cl)c1)c1ccc(-n2ccnc2)cc1,0.7,i,i,i,i,4.3,i,i,i,i,1.1
COc1ccc(/C=C/C(=O)Nc2ccc(OC)nc2)cc1,1.5,i,i,i,i,-9.9,i,i,i,i,-10.6
OC1(c2ccc(F)cc2)CSC(=Nc2cccnc2)N1Cc1ccco1 (stereo not given),5.1,i,i,i,i,6.8,i,i,i,i,-21.6
CN1CCN(C(=S)c2ccc(Cl)cc2)CC1,0.5,i,i,i,i,2.9,i,i,i,i,-3.4
O=C(CC1C(=O)NCCN1Cc1ccoc1)NCCc1ccc(Cl)cc1 (stereo not given),4.0,i,i,i,i,4.5,i,i,i,i,-9.6
CC(C(=O)NCCN1CCOCC1)(c1ccccc1)c1ccccc1,/,i,i,i,i,-21.1,i,i,i,i,-9.3
CCn1c(C(=O)O)c(CC(=O)Nc2ccccc2OC)c2ccccc21,3.8,i,i,i,i,8.7,i,i,i,i,-3.9
S=C(Nc1ccc(Cl)c(Cl)c1)N1CCCC1,2.5,i,i,i,i,2.3,i,i,i,i,-4.6
Cc1ccc(CS(=O)(=O)CCC(=O)NCCC(C)C)cc1,12.3,i,i,i,i,-3.5,i,i,i,i,-10.0
CC(C)=CC(=O)Nc1ccc(Cl)cc1,6.0,i,i,i,i,-1.0,i,i,i,i,-1.3
# (list continues)
SMILES,HDAC3 inhib,KCNQ1 act,KCNK3 inh,KCNK9 block,RGS4 inh,SKKanGAS inh,ANO1 activ,KCNQ1 block,TMEM16A inh,RGS4 act,hERG rescue
O=C(c1ccc2c3c(cccc13)CC2)N1CCOCC1,10.4,i,i,i,i,-5.9,i,i,i,i,-12.4
Cc1ccc(NC(=O)CSCC(=O)OC(C)C(=O)Nc2ccc(S(N)(=O)=O)cc2)c(C)c1 (stereo not given),9.4,i,i,i,i,-8.3,i,i,i,i,-14.1
CC1CCCN(c2nc3c(c(=O)[nH]c(=O)n3C)n2CCSc2nc3ccccc3o2)C1 (stereo not given),2.5,i,i,i,i,0.4,i,i,i,i,-1.7
CC1CCN(CCCCOc2cccc(Br)c2)CC1,-0.3,i,i,i,i,1.5,i,i,i,-7.02*,-3.7
CCCCN1C(=O)NC(c2ccc(OC)cc2)C(C(=O)OCc2ccccc2)=C1C (stereo not given),-1.4,i,i,i,i,-1.8,i,i,i,i,-6.7
Cc1csc(SCC(=O)NC(=O)Cc2ccccc2)n1,-3.4,i,i,i,i,-7.3,i,i,i,i,-8.4
O=C(CSc1nnc(C2CCCCC2)o1)Nc1ccccc1Cl,7.7,i,i,i,i,0.2,i,i,i,i,-5.3
Clc1ccccc1-c1ccc(CN2CCN(c3ccccc3)CC2)o1,3.5,i,i,i,i,4.4,i,i,i,i,-4.7
Cc1nnc(NC2=NCCCCC2)o1,-0.7,i,i,i,i,-2.9,i,i,i,i,-1.7
Cc1ccc2c(Cl)cc(Cl)c(OCC(=O)NC(C)(C)C)c2n1,7.8,i,i,i,i,49.9*,i,i,i,i,-6.6
